Compound activity (PubChem BioAssay)
AID inhibitor = Primary qHTS assay for inhibitors of Activation Induced Cytidine Deaminase (AID): AID signal. AID 1347428, 2020. AID deamination FRET fluorescence, UDG-coupled, 4 h. Potency, µM (top dose mostly 115 µM), for inactives: at the highest dose activity change, negative = inhibition, most hits filed as inhibitors. 91,000 tested, 0.32% active. Single-stranded DNA cytosine deaminase (Homo sapiens), Q9GZX7; further: nearly all actives have a fitted effect of over 25% in size
Target sequence (Q9GZX7 whole entry, looked up): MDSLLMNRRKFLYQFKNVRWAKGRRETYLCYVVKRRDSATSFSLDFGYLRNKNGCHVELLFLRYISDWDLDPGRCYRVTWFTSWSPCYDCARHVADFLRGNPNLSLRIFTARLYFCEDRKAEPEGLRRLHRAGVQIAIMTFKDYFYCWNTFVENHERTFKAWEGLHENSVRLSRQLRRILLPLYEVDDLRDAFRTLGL
UDG counter = Primary qHTS assay for inhibitors of Activation Induced Cytidine Deaminase (AID): UDG Counterscreen signal; FRET deamination/UDG coupled assay, UDG read, 4 h; Potency, µM (top dose mostly 115 µM), for the others: top-dose activity change, negative = inhibition, actives largely listed as inhibitors; 91,000 tested, 0.14% active; AID 1347430, 2020; further: nearly all actives have a fitted effect of over 65% in size
Active calls of the source: *; ? = inconclusive; & = joins results of further samples; [ ] = remark or other dose. The call rests on the fitted dose curve; in most records, active means well fitted curve in the direction sought with a large enough effect; inconclusive means small, poorly fitted or top-dose-only effect, or another doubt; inactive means no such curve, though single readings can be large; an effect the other way counts as inactive or inconclusive. On the % scale 0 is the no-effect control and ±100 the full control effect; potency means the concentration at half of the fitted maximal effect.

SMILES | AID inhibitor | UDG counter
CCC(C)OC(=O)/C(C#N)=C\c1ccc(-c2ccccc2Cl)o1 (configuration not stated) | -9%[57.5 µM] | -11%[57.5 µM]
Cc1ccc(Sc2cc(C(=O)NC3CCC(C)CC3)c3ccccc3n2)cc1 (configuration not stated) | 0% | -6%
CCCCc1c(C)c2ccc(OC)c(/C(C)=N/O)c2oc1=O | -6% | 6%
Cc1cc(N2CCCCCC2)n2nc(Cc3ccc(Cl)cc3)nc2n1 | ? | -19%
CCN(CC)c1ccc(NC(=O)C(NS(=O)(=O)c2cccs2)C(C)C)c(C)c1 (configuration not stated) | 59%[activator] | -8%
CCN(CC)S(=O)(=O)c1ccc([N+](=O)[O-])cc1 | -1% | -7%
CCN(c1ccccc1)c1nnc(NC(=O)Nc2ccc(Br)c(C)c2)s1 | -24% | ?
COc1ccccc1CNC(=O)C1CCN(c2ncnc3c2nc2n3CCCCC2)CC1 | 20%[57.5 µM] | 4%[57.5 µM]
O=C(Nc1nnc(S(=O)(=O)N2CCCc3ccccc32)s1)c1ccccc1Cl | ? | 6%
C=CCOc1cccc(NC(=O)c2ccccc2Br)c1 | 0% | -5%
CSc1ncc(C(=O)NCc2cccc(C)c2)c(-c2ccccc2)n1 | 5% | -3%[57.5 µM]
COc1cccc(C(c2c(O)cc(C)n(Cc3ccco3)c2=O)N2CCC(C)CC2)c1 (configuration not stated) | 8% | 0%
COC(=O)C1C(=O)CC(C)(O)C(C(=O)OC)C1c1ccccc1 (configuration not stated) | -3% | -8%
COc1ccccc1C(=O)Nc1nnc(S(=O)(=O)N2CCCCCC2)s1 | 2% | -3%
COCC(=O)NNC(=S)NCC(C)C | -3% | 0%
CCCCNC(=O)c1cccc(NC(=O)c2ccncc2)c1 | 2% | 2%
Cn1c(=O)c2cc(C(=O)NCCCN3CCN(c4cccc(Cl)c4)CC3)sc2c2ccccc21 | 12% | -12%
O=C(O)/C=C/c1ccc(Cl)cc1 | -1% | -1%
COc1ccc(-c2cc(OC(=O)c3ccccc3C)c3c(C)oc(C)c3c(=O)c2)cc1 | -7% | -6%
CCN(CC)C(=O)CSC1=C(C#N)C(c2ccco2)C(C(=O)Nc2ccc(F)cc2)=C(C)N1 (configuration not stated) | -7% | -3%
O=C(Nc1ccc(F)cc1)C(=O)c1cn(CC(=O)N2CCOCC2)c2ccccc12 | 12% | 6%
COc1ccc(-n2c(C)nc3c(cnn3-c3ccc(F)cc3)c2=O)cc1 | 35%[activator] | -3%
CC(C)(C)C(=O)/C=c1/[nH]c(=O)/c(=C/c2c(F)cccc2F)s1 | -4% | -6%
COc1ccc(-c2nnc(CN3CCC(c4ccn[nH]4)CC3)o2)cc1 | -1% | 0%
CCCSC1=C(C#N)C(c2ccc(C)cc2)CC(=O)N1 (configuration not stated) | -3% | 9%
CN(C)C1(CNC(=O)Cc2cccs2)CCCCC1 | -1% | 0%
CCN(Cc1cc2cc(C)ccc2[nH]c1=O)C(=O)c1ccc(C)cc1 | -5% | -6%
COc1ccc(C)cc1NC(=O)COC(=O)c1ccc2ccccc2n1 | -14% | 1%
CCc1ccc(NC(=O)N2CCN(C(=O)c3nsc4ccccc34)CC2)cc1 | 5% | 12%
CC(NS(C)(=O)=O)C(=O)O (configuration not stated) | -3% | 4%
CCc1ccc(NC(=O)c2cc3c(=O)n(Cc4cccnc4)ccc3nc2C)cc1 | 5% | -6%
CCC(C)(C)C1CCC(NC(=S)Nc2cccc(Cl)c2Cl)CC1 (configuration not stated) | -8% | -1%
CC(C)(C)C(=O)Nc1cccc(NC(=O)c2cc(Cl)ccc2F)c1 | 6% | -10%
COc1ccc(C(=O)N2CCc3cc(OC)c(OC)cc3C2COc2ccc3c(C)cc(=O)oc3c2)c(OC)c1 (configuration not stated) | -21% | -6%
O=C(CCn1ccc2cc(S(=O)(=O)N3CCCC3)ccc21)NCc1cccc(Cl)c1 | ? | -21%
Cc1ccc2ncc(C(=O)Nc3ccc(OC(F)(F)F)cc3)c(=O)n2c1 | 6% | -15%
CSCCC(NS(=O)(=O)c1ccc2c(c1)oc(=O)n2C)C(=O)N1CCN(c2ccc(C(C)=O)cc2)CC1 (configuration not stated) | 5% | 5%
O=C(Nc1ccc2oc(-c3cccnc3)nc2c1)c1cccc(Cl)c1 | -15% | 0%
CCOc1ccc2oc(=O)cc(CN3CCN(C(=O)c4ccc(OC)c(OC)c4)CC3)c2c1 | -3%&43% | -5%&-3%
CCOc1ccc(/C(O)=C2\C(=O)C(=O)N(Cc3cccnc3)C2c2ccc(C)cc2)cc1Cl (configuration not stated) | -19% | 2%
CNC(=O)NC(=O)CCN(C)c1ccccc1 | 0% | -3%
NCCCC(N)(C(=O)O)c1ccccc1 (configuration not stated) | 2% | 1%
Cc1ccc(C(=O)n2nc(-c3ccco3)nc2NCc2cccs2)cc1 | 11% | 15%
COc1ccc(NC(=O)c2cccc3ccccc23)c2cccnc12 | 13% | -1%
CCOc1ccc(CNC(=O)CCc2c(C)nn(-c3ccc(N4CCCCC4)nn3)c2C)cc1 | -2% | 5%[57.5 µM]
Cc1csc2nc(COC(=O)c3ccc(NC(=O)C(C)Oc4ccccc4)cc3)cc(=O)n12 (configuration not stated) | ? | -15%
COc1cccc(CNC(=O)CCC(=O)N2CC3CCCN3c3ccccc32)c1 (configuration not stated) | -2% | 1%
CC(=O)N1CCc2cc(NC(=O)CCc3ncc(-c4ccccc4F)o3)ccc21 | 6% | 7%
CCCSc1nc2sc3c(c2c(=O)n1-c1ccc(C)c(Cl)c1)CCN(C(C)=O)C3 | -22% | -5%
CN(Cc1ccsc1)C(=O)c1cccs1 | -3% | 12%
COc1ccc2oc(-c3ccc(C)cc3)cc(=O)c2c1 | -16% | -5%
Cc1c(C(=O)O)cccc1-c1ccc(C=C(C#N)C#N)o1 | 21% | 4%
O=C(c1cc2c(s1)-c1ccccc1OC2)N1CCN(c2ccccc2F)CC1 | ? | -6%
Cc1ccc(NC(=O)c2ccc(NC(=O)N3CCSc4nc(C)cc(C)c43)cc2)c(Cl)c1 | 6% | 21%
CC(C)CCNC(=O)C(=O)Nc1c2c(nn1-c1ccccc1)CS(=O)(=O)C2 | 5% | 5%
Cc1noc(-c2ccc(-c3noc(-c4ccc(F)cc4)n3)cc2)n1 | 22%[57.5 µM] | -8%[57.5 µM]
CSC(=N)N | 4% | 2%
Cc1cc(C)cc(OCC(=O)Nc2cccc3cccnc23)c1 | -4%&34% | ?
CNC(=O)c1cc(SC)ccc1C | -16% | -4%
Cc1ccc(CN2CCCn3nc(C(=O)NCc4ccc(OC(C)C)cc4)cc3C2=O)cc1 | 2% | 0%
Further structures follow:
SMILES | AID inhibitor | UDG counter
Cn1nc(C(=O)NC2CCCC2)c(Cl)c1C(F)(F)F | 2% | -3%
CSc1ccccc1C(=O)NCc1coc(-c2cccs2)n1 | -2% | 8%
CCOC(=O)c1c(S(=O)(=O)N2CCC(C(=O)NCc3cccc(C)c3)CC2)c(C)n(C)c1C | 6% | 43%[activator]
COc1ccc(OC)c(CCNC(=O)c2cnn(-c3ccccc3Cl)c2C2CCN(C(=O)OC(C)(C)C)CC2)c1 | ? | ?
C/C(CC12CC3CC(CC(C3)C1)C2)=N\O | -3% | 3%
COc1ccc(C2CC(=O)Nc3c(-c4ccccc4)nsc32)cc1OC (configuration not stated) | -5% | -2%
Cc1ccc(-c2cc(C(=O)N3CCOCC3)c3cc(C)ccc3n2)cc1 | -12% | 3%
Cc1cc(C(=O)NCc2ccc(CN3CCCC3)cc2)sc1C | -2% | 15%
Cc1nc(C)c(-c2ccc(SCC(=O)Nc3ccc(F)c(F)c3)nn2)s1 | 7% | 4%[57.5 µM]
CCOc1ccc(C(=O)c2cn(Cc3cccc(OC)c3)c3cc4c(cc3c2=O)OCO4)cc1 | ? | -11%
CCN(Cc1ccccc1)C(=O)Cn1c(=O)n(-c2ccc(F)c(Cl)c2)c(=O)c2sc3ccccc3c21 | 16% | -1%
COc1ccc(C2CC(c3ccccc3NS(=O)(=O)c3ccccc3)=NN2C(C)=O)cc1 (configuration not stated) | -2% | -3%
CCS(=O)(=O)N1CCc2cc(C(=O)CSc3ccc(F)c(F)c3)ccc21 | -14% | -2%
C=CCSCC(=O)NCC1(c2cccc(Cl)c2)CCOCC1 | 2% | -3%
Brc1ccc(-c2noc(C(c3ccccc3)c3ccccc3)n2)o1 | -8% | -13%
O=C(Nc1ccccc1-c1ccccc1)c1cc(Br)ccc1Cl | -3% | 9%
CN(C)C(=O)c1c(NC(=O)c2ccccc2)sc2c1CCC(C(C)(C)C)C2 (configuration not stated) | -2% | -4%
COc1ccc(NC(=O)C2=C(C)Nc3nc(SC)nn3C2c2cc(OC)ccc2OC)cc1 (configuration not stated) | 3% | -13%
CSc1ccccc1C(=O)Nc1cccc(F)c1 | 1% | 0%
CC(C)c1ccccc1NC(=O)CSc1ncnc2ccccc12 | -7% | -6%
CN(C)c1cccc(C(=O)N2CCC(c3ccncc3)CC2)c1 | -9% | -3%
O=C(/C=C/c1ccccc1)Nc1nc2n(n1)C(c1ccc(F)cc1)C=C(c1ccccc1)N2 (configuration not stated) | -13% | -4%
Cn1c(=O)c2c(ncn2CCCOc2ccc(C#N)cc2)n(C)c1=O | -3% | 7%
O=C(Nc1cc(I)ccc1C(F)(F)F)c1cc(Cl)ccc1Cl | -3% | -14%
O=C(Nc1nnc(S(=O)(=O)N2CCCCCC2)s1)c1ccccc1 | -3% | 0%
Cc1cc(-c2ccc(S(=O)(=O)Nc3cccc(C(F)(F)F)c3)s2)on1 | -16% | 26%
Cc1cc(C(=O)CN2CCN(Cc3ccc(C#N)cc3)CC2)c(C)n1Cc1cccs1 | 6% | -6%
Cc1ccc(NC(=O)C(Cc2ccccc2)NS(=O)(=O)c2ccc3c(c2)oc(=O)n3C)c(Cl)c1 (configuration not stated) | 18% | -2%
Cc1cc(C)n(-c2nnc(SCC(=O)Nc3ccccc3OC(F)F)n2N)n1 | -9% | -6%
COc1ccc(OC)c(CNC(=O)Cn2nc(C)c3c(C)n(-c4ccccc4)nc3c2=O)c1 | -17% | -6%
Cc1nnc(SCC(=O)NCc2ccccc2F)c2nn(-c3ccc(Cl)cc3)c(C)c12 | ? | -4%
C/C(=C/C(=O)NS(=O)(=O)N(C)C)c1ccc(F)cc1 | -1% | 10%

A portion of the library; rates above refer to the full screens.
